Lipid storage S3 – qHTS Assay for Lipid Storage Modulators in Drosophila S3 Cells; Drosophila S3 cells, BODIPY lipid droplet fluorescence, 18-24 h; cells fed with added oleic acid; lipid storage change, negative = inhibition, % at the top dose, mostly 46.1 µM; hits show Potency in µM; hit rate 0.64% among 320,000; AID 2685; active means well fitted inhibition curve with a large enough effect in the signal ratio, with a control signal flat, not every such curve was filed as active; inconclusive means small, poorly fitted or top-dose-only effect, or effect the other way, or a change in a side signal; the % refers to the signal ratio
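Drosophila S3 cells got compounds at several concentrations plus oleic acid (400 uM solution). Laser-scanning cytometry with 488 nm excitation read lipid droplets at 500-530 nm and cells at 575-640 nm. Percent activity was relative to 20 uM Triacsin C.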
Lipid storage S3 cell count max – further read-out of Lipid storage S3, marked with its call; cell number change, %; measured here: cell count max response;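 cells counted by Cell Tracker Red CMTPX staining in the red channel; peak over a dose series mostly up to 46.1 µM; percent activity relative to internal control wells on each plate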
The depositor's hits bear a star; i = inactive; ? = inconclusive; . = not tested or not shown; [ ] = dose if it differs, or a comment. On the % scale 0 is the no-effect control and ±100 the full control effect; potency means the concentration at half of the fitted maximal effect. These rows are one share of the data; the hit share may differ from the screen's.

nr	Lipid storage S3	Lipid storage S3 cell count max	mol
1	-16%	-23	O=C(O)CSC(C(=O)Nc1ccc(C(F)(F)F)cc1)c1ccccc1 (stereo not given)
2	0%	1	O=C(NCCO)c1ccc2c3n(nc2c1)-c1ccc(Cl)cc1CO3
3	20%	-1	CC(=O)Nc1nc2ccc(S(=O)(=O)N3CCCC3)cc2s1
4	5%	6	Cc1ccc(N2CC(C(=O)NCCC(C)C)CC2=O)cc1 (stereo not given)
5	?	.	COCCNC(=O)c1c(NC(=O)c2nc(SC)ncc2Cl)sc2c1CCCC2
6	-10%	-5	COc1ccccc1N1CCN(CC(=O)Nc2ccc(CN3CCCCC3)cc2)CC1
7	?	.	CC1CCN(c2nnc(-c3ccccc3)c3ccccc23)CC1
8	?	.	O=C(CN1CCN(S(=O)(=O)c2ccc(F)cc2)CC1)Nc1cc(C(F)(F)F)ccc1Cl
9	i	-17	Cc1ccc(NC(=O)C(C)OC(=O)c2ccc(NS(=O)(=O)c3ccc(F)c(F)c3)cc2)cc1 (stereo not given)
10	i	.	CCC(C)NC(=O)c1ccccc1NC(=O)CN1C(=O)c2ccccc2S1(=O)=O (stereo not given)
11	15%	3	O=C(COc1ccccc1Cl)N1CCN(c2ccc(F)cc2)CC1
12	1%	-14	Cc1occc1-c1nnc(SCC(=O)N2CCOCC2)n1CC(C)C
13	?	.	CCOc1ccccc1NC(=O)c1nnn(CC(=O)Nc2ccc3c(c2)OCO3)c1N
14	6%	-16	Cn1cnnc1Sc1cc(N2CCN(S(=O)(=O)c3ccc4ccccc4c3)CC2)ccc1[N+](=O)[O-]
15	14%	7	CC(=O)NC(=S)Nc1ccccc1C(=O)Nc1ccccc1
16	?	.	CCCCCCCCCCOC(=O)Cn1c(COc2ccccc2OC)[n+](C)c2ccccc21
17	?	.	Cc1ccccc1OCC(=O)Nc1ccc(NC(=O)c2ccco2)cc1
18	-14%	8	Cc1cc(=O)[nH]c(CN2CCOCC2)n1
19	i	.	CN(C)S(=O)(=O)n1cc(/C=C(\NC(=O)c2ccccc2Cl)C(=O)N2CCOCC2)c2ccccc21
20	?	.	COc1cc(C2N(c3ccccc3)CCN2c2ccccc2)cc(OC)c1OC
21	i	.	CCC1SC(CC)C(=O)N(CC(=O)NCCc2ccccc2)C1=O (stereo not given)
22	?	.	CCn1cc(CNC(=O)CCSc2nc(-c3ccco3)cc(C(F)(F)F)n2)cn1
23	i[0.0737 µM]	-23	CCCCn1c(N)c(N(CC(C)C)C(=O)COC(=O)c2ccccc2NCCO)c(=O)[nH]c1=O
24	16%	-10	CC1(NC(=O)CC[N+](C)(C)CCO)CS(=O)(=O)CC1S(=O)(=O)[O-] (stereo not given)
25	?	.	C=CCNC(=O)C1CCN(c2c([N+](=O)[O-])cc(C(F)(F)F)cc2[N+](=O)[O-])CC1
26	3%	-6	CC1CCCC(NC(=O)NC(=O)COC(=O)C2=NN(c3ccccc3)C(=O)CC2)C1C (stereo not given)
27	?	.	Nc1nonc1-n1nnc(C(=O)N/N=C/c2ccc(Cl)cc2Cl)c1CN1CCOCC1
28	?	.	O=C(O)CCNS(=O)(=O)c1cccc(Br)c1
29	-1%	-9	O=C(Nc1c2c(nn1-c1ccccc1)CS(=O)(=O)C2)C1CCCC1
30	26%	5	CSc1ccc(CN2CCCC(CO)(Cc3ccccc3)C2)cc1 (stereo not given)
31	-2%	-12	COC(=O)C1=C(C)NC2=C(C(=O)c3ccccc32)C1c1cccc(OC)c1 (stereo not given)
32	?	.	CC(=O)NC12CC3CC(C1)CC(C(=O)OCC(=O)Nc1c(F)cccc1F)(C3)C2
33	?	.	CC(=O)Nc1c(F)c(F)c(F)c(F)c1F
34	-11%	-14	COc1ccc(NC(C)=O)cc1NC(=O)C1CCN(C(=O)Nc2ccccc2)CC1
35	?	.	O=C(NCc1ccccn1)c1c(Cl)cccc1Cl
36	i	.	COc1ccc(C(CNC(=O)c2cccc(Br)c2)N2CCCC2)cc1 (stereo not given)
37	?	.	Cc1ccc(NC(=O)[C@H](C)NC(=O)C2CCN(C(=O)[C@@H](NC(=O)OC(C)(C)C)C(C)C)CC2)cc1
38	i	.	COc1nc(-c2ccc(Cl)cc2Cl)nc2ccccc12
39	?	.	O=C1C=C(O)CC(c2ccc(Cl)cc2)C1 (stereo not given)
40	i	23	CC1CCCCC1NC(=O)CSc1nnc(CC(=O)Nc2ccccc2F)n1C (stereo not given)
41	0%	-4	CCC1Oc2ccc(C)cc2N(CC(=O)N2CCN(c3ccc(F)cc3)CC2)C1=O (stereo not given)
42	?	.	CN(C)c1nc(Nc2ccc(F)cc2)nc(Oc2ccc(F)cc2)n1
43	?	.	Cc1cc2oc(=O)cc(CN(C)Cc3ccccc3)c2cc1C(C)C
44	12%	12	CCNC(=S)N(CCc1ccc(OC)c(OC)c1)Cc1cc2cc(OC)ccc2[nH]c1=O
45	0%	10	COc1ccc(-c2nn(C)c(=O)[nH]2)cc1
46	12%	-3	CC(C)Nc1nc(NC(C)(C)C)nc(Oc2ccc(=O)n(-c3ccccc3)n2)n1
47	15%	-13	O=c1[nH]c(/C=C\c2ccc(O)c(O)c2)nc(O)c1[N+](=O)[O-]
48	-8%	-11	CN1CC(c2ccccc2Cl)C2(COc3ccccc3C2=O)C12C(=O)Nc1ccccc12 (stereo not given)
49	14%	-16	CC(=O)c1cccc(CN2CCN(Cc3ccc(C)cc3)C(CCO)C2)c1 (stereo not given)
50	?	.	Cc1ccc(NC(=O)C(CC(C)C)NC(N)=O)cc1 (stereo not given)
51	19%	-8	CN(C)c1ccc(NC(=O)c2cccc(N3C(=O)CCC3=O)c2)cc1
52	?	.	Cc1ccc(-n2nc(-c3ccco3)cc2C(=O)O)c(C)c1
53	?	.	O=S(=O)(c1ccccc1)N1CCC(n2cnc3ccccc32)CC1
54	?	.	CCC1CCCCN1C(=O)Nc1cc(Cl)ccc1OC (stereo not given)
55	?	.	O=C1CN(C(=O)/C=C/c2ccc(Cl)cc2)c2ccccc2N1
56	i	10	CSc1nsc(SCCN2C(=O)c3ccccc3C2=O)n1
57	?	.	Nc1nonc1/C(=N/O)N1CCN(CCO)CC1
58	?	.	O=C(OCc1ccccc1)Oc1cncc(C(=O)O)c1
59	7%	17	CC1O[C@@H](O[C@H](C)CC/C=C/C(=O)O)C(O)C[C@H]1O (stereo not given in full)
60	?	.	Cc1ccc(C(C(=O)NC2CCCC2)N(C(=O)c2csnn2)C2CC2)cc1 (stereo not given)

Next results
nr	Lipid storage S3	Lipid storage S3 cell count max	mol
61	?	.	Cc1ccc(N(C(=O)c2ccc(S(=O)(=O)N3CCCC3)cc2)C2C=CS(=O)(=O)C2)cc1 (stereo not given)
62	?	.	COc1ccc(C(=O)Nc2nc3ccccc3[nH]2)cc1S(=O)(=O)N1CCCC1
63	?	.	CN(CC(=O)NC1CCCCCCC1)S(=O)(=O)c1cnc[nH]1
64	18%	.	FC(F)(F)c1ccc(CSc2ccccn2)cc1
65	14%	.	Cc1onc(C(N)=O)c1C(=O)Nc1ncc(C(F)(F)F)cc1Cl
66	?	.	O=C(NCc1cccc(Cl)c1)c1ccc(N2CC3CC(C2)c2cccc(=O)n2C3)c(NC(=O)c2cccnc2)c1 (stereo not given)
67	19%	-2	CN1C(=O)N(S(=O)(=O)c2ccc(F)c(F)c2F)C(=O)C1(C)C
68	i	-27	CCOc1ccccc1NS(=O)(=O)c1ccc2c(c1)NC(=O)CCS2
69	7%	6	CC(C)c1ccc(/C=N/NC(=O)c2ccccn2)cc1
70	?	.	Cc1ccccc1NS(=O)(=O)c1ccc2c3c(cccc13)C(=O)N2C
71	?	.	O=c1c2ccccc2[nH]c(=S)n1CCCN1CCOCC1
72	4%	11	COc1cccc(C2C(C#N)=C(C)NC3=C2C(=O)CC(C)(C)C3)c1 (stereo not given)
73	?	.	COc1ccc(-c2cc3ccccc3n2CC(O)Cn2nc(C)cc2C)cc1 (stereo not given)
74	0%	14	COc1ccc(C(=O)NCCc2c[nH]c3ccc(OC)cc23)cc1
75	i	-5	Cc1ccc(NC(=O)CS(=O)CC(=O)N2CCN(c3ccccc3)CC2)cc1 (stereo not given)
76	?	.	N#CCC(=O)Nc1ncn(Cc2ccccc2Cl)n1
77	23%	3	CC1Cn2cc(C(=O)Nc3ccccc3C(F)(F)F)c(=O)c3c(Cl)ccc(c32)O1 (stereo not given)
78	?	.	CC/C(=N\NC(=O)CNC(=O)/C=C/c1ccco1)c1ccccc1
79	?	.	OCC[C@@H]1C[C@H](O)[C@@H](O)[C@]2(CCc3ccccc3CO2)O1
80	26µM*	-21*	COc1ccc(CCNC(=O)Cn2cccc2C(=O)c2ccccc2)cc1OC
81	?	.	O=C1CCCC/C1=C\Nc1ccc(C(=O)O)c(O)c1
82	-4%	-13	COc1ccc(CNn2c(-c3cccs3)nc3ccccc3c2=O)cc1OC
83	i	.	COc1ccc(C(=O)CSc2nc(C(C)(C)C)nc3ccccc23)cc1
84	?	.	O=C(COc1ccc(Cl)cc1Cl)N1CCN(c2ccccn2)CC1
85	?	.	CC1CCC(N2CCN(S(=O)(=O)Cc3ccccc3)CC2)CC1 (stereo not given)
86	?	.	Cc1ccccc1C(=O)N1CCC(C(=O)Nc2nc3ccc(F)cc3s2)CC1
87	14%	5	CC1CC(C)(C)CC2(C1)NC(=O)N(CC(=O)NCc1ccccc1F)C2=O (stereo not given)
88	i	14	C#CCN(C(=O)c1ccc(OC2CCN(Cc3ccccn3)CC2)cc1)C1CCCCC1
89	-1%	-9	COC(=O)[C@]1(C)CCC[C@@]2(C)C3CC[C@@]4(C)C[C@]3(CC[C@H]12)C[C@H]4O (stereo not given in full)
90	11%	15	OC(COCc1ccccc1)CN1CCN(c2ccccc2F)CC1 (stereo not given)
91	?	.	CC(OC(=O)CCN=C1NS(=O)(=O)c2ccccc21)C(=O)Nc1ccc(N(C)C)cc1 (stereo not given)
92	?	.	COc1ccc(CCNS(=O)(=O)c2ccc3c(c2)CCN3C(=O)CCC(=O)O)cc1OC
93	?	.	Cc1ccccc1Nc1nnc(SCC(=O)c2c(N)n(C3CC3)c(=O)[nH]c2=O)s1
94	-45%	-22	CN(Cc1ccccc1)c1ccc(C(CC(N)=O)NC(=O)c2ccc(Br)cc2)cc1[N+](=O)[O-] (stereo not given)
95	i	21	Nc1c(-c2ccccc2)n[nH]c1-c1ccccc1
96	?	.	COc1ccc(OC)c(-c2cc(C(F)(F)F)c3c(n2)sc2c(O)cc(=O)[nH]c23)c1

Compounds shown so far that contain a Cl atom, in the order listed:
nr	Lipid storage S3	Lipid storage S3 cell count max	mol
2	0%	1	O=C(NCCO)c1ccc2c3n(nc2c1)-c1ccc(Cl)cc1CO3
5	?	.	COCCNC(=O)c1c(NC(=O)c2nc(SC)ncc2Cl)sc2c1CCCC2
8	?	.	O=C(CN1CCN(S(=O)(=O)c2ccc(F)cc2)CC1)Nc1cc(C(F)(F)F)ccc1Cl
11	15%	3	O=C(COc1ccccc1Cl)N1CCN(c2ccc(F)cc2)CC1
19	i	.	CN(C)S(=O)(=O)n1cc(/C=C(\NC(=O)c2ccccc2Cl)C(=O)N2CCOCC2)c2ccccc21
27	?	.	Nc1nonc1-n1nnc(C(=O)N/N=C/c2ccc(Cl)cc2Cl)c1CN1CCOCC1
35	?	.	O=C(NCc1ccccn1)c1c(Cl)cccc1Cl
38	i	.	COc1nc(-c2ccc(Cl)cc2Cl)nc2ccccc12
39	?	.	O=C1C=C(O)CC(c2ccc(Cl)cc2)C1 (stereo not given)
48	-8%	-11	CN1CC(c2ccccc2Cl)C2(COc3ccccc3C2=O)C12C(=O)Nc1ccccc12 (stereo not given)
54	?	.	CCC1CCCCN1C(=O)Nc1cc(Cl)ccc1OC (stereo not given)
55	?	.	O=C1CN(C(=O)/C=C/c2ccc(Cl)cc2)c2ccccc2N1
65	14%	.	Cc1onc(C(N)=O)c1C(=O)Nc1ncc(C(F)(F)F)cc1Cl
66	?	.	O=C(NCc1cccc(Cl)c1)c1ccc(N2CC3CC(C2)c2cccc(=O)n2C3)c(NC(=O)c2cccnc2)c1 (stereo not given)
76	?	.	N#CCC(=O)Nc1ncn(Cc2ccccc2Cl)n1
77	23%	3	CC1Cn2cc(C(=O)Nc3ccccc3C(F)(F)F)c(=O)c3c(Cl)ccc(c32)O1 (stereo not given)
84	?	.	O=C(COc1ccc(Cl)cc1Cl)N1CCN(c2ccccn2)CC1

Bioassay records (PubChem BioAssay)
